Pf growth 48h: inhibits P. falciparum growth in the first generation, 48 h | Potency, µM (titrated, usually from 28.7 µM), for inactives: at the top dose activity change, negative = inhibition, most hits filed as inhibitors | 310,000 tested, 5.9% active | P. falciparum luciferase growth in erythrocytes, 48 h; note: potency is the fitted concentration of half-maximal effect; % is set by controls: 0 for no effect and ±100 for the full control effect
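Growth was read as firefly luciferase luminescence after a 48 h, 37 C, 5% CO2 exposure of compounds to reporter-bearing P. falciparum cultures (0.1% parasitemia, 2% hematocrit final) in Albumax-supplemented RPMI 1640.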
Tb PYK inh: T. brucei pyruvate kinase inhibition. Potency, µM (top dose mostly 76.8 µM), for inactives: at the highest dose activity, negative = inhibition, hits mostly inhibitors. TbPYK enzyme, Kinase-Glo Plus ATP luminescence, 45 min. 410,000 tested, 0.12% active. Q57TT1; note: potency is the fitted concentration of half-maximal effect; % is set by controls: 0 for no effect and ±100 for the full control effect; nearly all actives have a fitted effect of over 50% in size
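TbPYK + substrate in 50 mM TEA pH 7.2, 100 mM KCl, 10 mM MgCl2, 0.05% BSA, 0.01% Tween-20; cpd pinned; ADP 130 uM final; 45 min RT; Kinase-Glo Plus 10 min; luminescence endpoint.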
Pf growth 96h: inhibits malaria parasite growth, 96 h; P. falciparum luciferase reporter growth, 96 h; Potency, µM (series often up to 28.7 µM), inactives show top-dose activity change, negative = inhibition, actives largely listed as inhibitors; 320,000 tested, 6.9% active; AID 504834; note: potency is the fitted concentration of half-maximal effect; % is set by controls: 0 for no effect and ±100 for the full control effect
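96 h incubation, 37 C, 5% CO2, of luciferase-reporter P. falciparum-infected RBCs (2% hematocrit, 0.05% parasitemia final) with test compounds; endpoint luminescence.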
HCV inhibitor: blocks hepatitis C virus; Huh7.5.1 HCVcc-Cre infection, luciferase reporter, 44 h; Potency, µM (doses to about 41.8 µM), for inactives: at the highest dose activity change, negative = inhibition, hits mostly inhibitors; 340,000 tested, 3.4% active; AID 651820; note: potency is the fitted concentration of half-maximal effect; % is set by controls: 0 for no effect and ±100 for the full control effect
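A cell-based infection assay in which seeded cells (1,000 per well) receive test compound after 4 h, are inoculated with HCVcc-Cre at approximately 0.5 moi, and are incubated 44 h before luminescence detection.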
Shiga toxin inh: inhibitors of Shiga toxin in Vero cells; Vero cells, Shiga toxin protein synthesis inhibition reporter; inhibition, % at 38.7 µM; 290,000 tested, 9.2% active; AID 2315; in the data active = inhibition mostly above about 28%, no sharp cut-off; inactive = mostly below about 43%; note: 0% is about no effect
LmPK inh: LmPK (Leishmania mexicana) enzyme inhibition | Q27686 | 290,000 tested, 0.37% active | AID 1721 | Potency, µM (titrated, usually from 57.5 µM), inactives show top-dose activity change, negative = inhibition, most hits filed as inhibitors | purified LmPK, Kinase-Glo ATP luminescence, 1 h; note: potency is the fitted concentration of half-maximal effect; % is set by controls: 0 for no effect and ±100 for the full control effect
Target sequence (Q27686 whole entry, looked up): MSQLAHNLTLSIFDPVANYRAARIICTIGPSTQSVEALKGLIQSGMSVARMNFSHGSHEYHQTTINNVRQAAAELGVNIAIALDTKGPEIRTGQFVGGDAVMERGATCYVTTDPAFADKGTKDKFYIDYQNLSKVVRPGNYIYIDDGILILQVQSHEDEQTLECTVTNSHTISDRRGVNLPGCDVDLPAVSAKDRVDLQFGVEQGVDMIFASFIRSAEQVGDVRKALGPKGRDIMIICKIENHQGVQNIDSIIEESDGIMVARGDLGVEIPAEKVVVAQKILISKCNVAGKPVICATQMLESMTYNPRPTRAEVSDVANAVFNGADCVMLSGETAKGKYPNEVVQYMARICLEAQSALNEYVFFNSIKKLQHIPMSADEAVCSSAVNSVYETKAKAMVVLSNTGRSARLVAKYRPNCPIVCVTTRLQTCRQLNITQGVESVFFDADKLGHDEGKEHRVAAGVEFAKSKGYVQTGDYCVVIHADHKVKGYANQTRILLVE
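Screened at intermediate enzyme activity to detect both inhibitors and activators: LmPK at 0.1 nM, with a 0.5 nM enzyme column as activation reference. PEP 0.5 mM, ADP 0.1 mM; ATP detected by luminescence after 1 h.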
CHX counter: counter-screen hit for Shiga toxin inhibitors, cycloheximide; cell reporter, cycloheximide protein synthesis inhibition counterscreen; max response, %; 300,000 tested, 12% active; AID 2314; in the data active = max response mostly above about 13%, no sharp cut-off; inactive = mostly below about 14%; note: read at 38.3 µM for the half of the compounds with a filed dose; 0% is about no effect
Starred values were filed as active, the others as inactive; ? = inconclusive; . = no result given; & = joins results of further samples; [ ] = another dose, or the depositor's remark. Unless noted, calls come from the whole dose curve; as a rule, active = well fitted curve in the direction sought with a large enough effect; inconclusive = small, poorly fitted or top-dose-only effect, or another doubt; inactive = no such curve, though single readings can be large; an effect the other way counts as inactive or inconclusive. Compounds were not picked by outcome, and some 24% of all compounds hit somewhere here.

SMILES	Pf growth 48h	Tb PYK inh	Pf growth 96h	HCV inhibitor	Shiga toxin inh	LmPK inh	CHX counter
CC(=O)N1CCc2ccc(NC(=O)c3c(-c4c(Cl)cccc4Cl)noc3C)cc21	?	-3%	-18%	-14%	-10	1%	2
O=C(CO/N=C/c1ccc(OC(F)F)cc1)N1CCc2ccccc21	0%	-5%	11%	-1%	17	2%	1
CSc1ccc2c(c1)C(N1CCN(C)CC1)Cc1ccccc1S2 (configuration not stated)	?	-5%&-2%&-7%	?	?	-4	4%	-4
N#Cc1ccccc1NC(=O)COC(=O)c1ccc(S(=O)(=O)N2CCCC2)cc1	20%	2%	10%	1%	0	2%	-4
O=C(CCc1nnc2ccc(N3CCCCC3)nn12)NCC1CCN(Cc2ccc(F)cc2)CC1	?	0%	10µM*	-7%	-3	9%	13
O=C(CN1CCN(c2ccccc2F)CC1)N1N=CCC1c1ccccc1 (configuration not stated)	-8%	-1%	23%	?	-9	8%	-7
COc1cccc(CNC(=O)C2CCC(CNS(=O)(=O)c3cccc4cccnc34)CC2)c1 (configuration not stated)	?	0%	?	-27%	7	2%	8
CCOC(=O)Cn1c(-c2ccccc2)ccc(C#N)c1=O	6%	4%	1%	-28%	3	1%	1
O=C(CN1C(=O)NC2(CCCCCC2)C1=O)NC1CCCCCCC1	5%	3%	14%	10%	3	5%	-3
Cc1ccc(NC(=O)CN(C)C(=O)CCC(=O)N2CCOCC2)cc1	?	-12%	21%	3%	.	.	.
CSCCC(NS(=O)(=O)c1ccccc1F)C(=O)OCc1ccccc1Cl (configuration not stated)	10%	1%	0%	2%	1	0%	6
Cc1ccc(S(=O)(=O)N(CC(=O)NCc2ccncc2)Cc2ccc(F)cc2)cc1	-12%	0%	-1%	6%	-6	2%	-4
COc1cc(/C=N/Nc2cccc(C)c2)cc(Br)c1O	?	-12%	?	-27%	28	1%	2
CCN(CC)CCNC1=CC(=O)OC12CCCCC2	11%	-4%	15µM*	6%	-8	1%	-2
CCOc1ccc2nc(SCC(=O)N3c4ccccc4Sc4ccccc43)sc2c1	3%	-3%	-11%	5%	-10	-3%	-3
COc1c(Cl)cc(Cl)cc1C(=O)Nc1ccc(NC(=O)c2cccs2)cc1	9.3µM*	7%	13µM*	?	-11	5%	3
CCOCCCNC(=O)CN1CCN(c2ccc(F)cc2)CC1	3%	6%	-12%	15%	-4	-6%	0
O=C1NCC(COc2ccc(Cl)cc2)O1 (configuration not stated)	30%	3%	7%	9%	-10	8%	3
CSCCC(NC(=O)C1CCCC1)c1nnc2ccccn12 (configuration not stated)	11%	-6%	33%[activator]	4%	-5	-7%	-5
C=CCC1(O)C(=O)N2C(=C1C(=O)OCC)c1ccc3ccccc3c1CC2(C)C (configuration not stated)	?	-1%	?	?	-13	-2%	-2
COc1ccc(CCNC(=O)CCN2C(=O)c3ccccc3C2=O)cc1OC	-16%	.	27%	.	14	-1%	-6
CCOC(=O)N1CCN(Cc2nc(-c3ccc(C)cc3)no2)CC1	8%	-5%	.	-9%	-3	2%	-2
COc1ccc(NC(=S)NC(NC(=O)c2cccc3ccccc23)C(Cl)(Cl)Cl)c([N+](=O)[O-])c1 (configuration not stated)	.	-4%	1.5µM*	10µM*	-6	3%	-2
COC(=O)Cc1c(C(=O)OC)nnn1-c1ccc(OC(F)(F)F)cc1	21%	0%	2%	28%	-3	2%	10
COCCN(C(=O)CSc1n[nH]c(-c2ccccc2)n1)c1c(N)n(CC(C)C)c(=O)[nH]c1=O	3%	-2%	1%	-5%	.	.	.
O=C1NC(=O)N(Cc2ccccc2Cl)C(=O)/C1=C/N1CCOCC1	2%	0%	20%	8%	-13	-1%	-2
CCN(CCCNC(=O)CCC(=O)N1CCOc2ccccc21)Cc1ccccc1	-9%	-13%	?	7%	-4	0%	1
CN1C(=C2C(=O)OC(C)(C)OC2=O)Sc2ccccc21	39%[activator]	0%	32%[activator]	2%	117*	-7%	44*
Cc1nc(NC(=O)c2cc3c(s2)CCCCC3)sc1C(=O)N(C)C	19%	-4%	.	11µM*	102*	1%	21*
Cc1ccc(C(=O)NC(=C(Cl)Cl)S(=O)(=O)c2ccc(C)cc2)cc1	9%	-8%	3%	-18%	24	1%	13
CC(C)C(NS(=O)(=O)c1ccc(Br)s1)C(=O)O (configuration not stated)	-4%	2%	-2%	4%	-9	1%	-2
O=C(Nc1cccc(F)c1)c1cccnc1	-1%	8%	7.4µM*	-3%	-8	-2%	-3
CCOc1ccc(N=C2NC(=O)C(CC(=O)Nc3ccc(OC)cc3)S2)cc1 (configuration not stated)	-29%	-2%	-2%	8%	-10	1%	-2
CC(=O)c1ccc(NC(=O)CN2C(=O)CCC2=O)cc1	1%	6%	11%	5%	19	1%	1
COCC1CCN(C(=O)c2cc(COc3ccc4ncccc4c3)on2)CC1	27%	-19%	?	1.1µM*	-11	-3%	1
CC(C)NC(=O)Cn1nnc(-c2ccc(Cl)cc2)n1	11%	1%	2%	21%	9	-4%	7

An excerpt from above in order of count of non-hydrogen atoms, rising.
SMILES	Pf growth 48h	Tb PYK inh	Pf growth 96h	HCV inhibitor	Shiga toxin inh	LmPK inh	CHX counter
CN1C(=C2C(=O)OC(C)(C)OC2=O)Sc2ccccc21	39%[activator]	0%	32%[activator]	2%	117*	-7%	44*
COCC1CCN(C(=O)c2cc(COc3ccc4ncccc4c3)on2)CC1	27%	-19%	?	1.1µM*	-11	-3%	1
COCCN(C(=O)CSc1n[nH]c(-c2ccccc2)n1)c1c(N)n(CC(C)C)c(=O)[nH]c1=O	3%	-2%	1%	-5%	.	.	.

Later entries:
SMILES	Pf growth 48h	Tb PYK inh	Pf growth 96h	HCV inhibitor	Shiga toxin inh	LmPK inh	CHX counter
Cc1ccc2nc(N3CCOCC3)c(C=O)c(=O)n2c1	22%	4%	1%	1%	14	-7%	5
O=C(O)CNC1=NCCC1	22%	.	.	.	-25	-6%	-3
CCCC12CN3CN(C1)CC(CCC)(C3)C2O (configuration not stated)	5%	-2%	29%	30%	-4	-2%	-5
O=C(c1ccc(N2CCCCC2)c([N+](=O)[O-])c1)N1CCN(c2ccccn2)CC1	-10%	0%	?	?	18	-3%	5
COc1cc(/C=C2\N=C(C)OC2=O)cc(OC)c1OC	1%	1%	5%	13%	-12	-6%	-1
CC(C)CC(=O)NC(=S)Nc1cccc(NC(=O)c2ccccc2Cl)c1	33%[activator]	0%	.	-29%	2	-4%	0
Brc1ccc2c(c1)C(OC1CN3CCC1CC3)c1ccccc1CS2 (configuration not stated)	?	5%	10µM*	32µM*	-22	0%	-8
O=C(CSc1nc(O)c(Cc2ccccc2)c(=O)[nH]1)Nc1nnc(SCc2ccccc2)s1	-8%	3%	?	0%	-6	2%	-2
C=CCNc1nc(S(=O)Cc2ccc(C)cc2)nc2c1CCCC2 (configuration not stated)	286%[activator]	3%	?	4%	-3	-8%	2
Cc1ccc(-c2cc(C(=O)NCc3ccccn3)c3ccccc3n2)cc1	?	-12%	-5%	?	45	-6%	30*
O=C(Nc1cc([N+](=O)[O-])ccc1Cl)c1cccnc1	33%[activator]	-6%	?	12%	.	-1%	-3
O=c1c2c(nc3nc(SCc4ccccc4)[nH]n13)CCC2	-27%	5%	?	2%	-9	1%	-2

Record cards, from the list above.
Entry for CSCCC(NS(=O)(=O)c1ccccc1F)C(=O)OCc1ccccc1Cl (configuration not stated) : Pf growth 48h: 10%; Tb PYK inh: 1%; Pf growth 96h: 0%; HCV inhibitor: 2%; Shiga toxin inh: 1; LmPK inh: 0%; CHX counter: 6
Entry for O=C1NC(=O)N(Cc2ccccc2Cl)C(=O)/C1=C/N1CCOCC1 : Pf growth 48h: 2%; Tb PYK inh: 0%; Pf growth 96h: 20%; HCV inhibitor: 8%; Shiga toxin inh: -13; LmPK inh: -1%; CHX counter: -2
Entry for O=C(O)CNC1=NCCC1 : Pf growth 48h: 22%; Tb PYK inh: .; Pf growth 96h: .; HCV inhibitor: .; Shiga toxin inh: -25; LmPK inh: -6%; CHX counter: -3

Additional records follow:
SMILES	Pf growth 48h	Tb PYK inh	Pf growth 96h	HCV inhibitor	Shiga toxin inh	LmPK inh	CHX counter
Cc1cc(S(=O)(=O)NC(C)C)ccc1OCC(=O)N1CCN(Cc2ccc3c(c2)OCO3)CC1	?	4%	8%	?	-4	-9%	-2
COc1cccc(C(=O)N2CCN(c3ccccn3)CC2)c1	-5%	-4%	0%	-1%	.	4%	-2
CC(C)c1ccc(Nc2ccc(C(=O)O)cc2[N+](=O)[O-])cc1	-10%	0%	1%	-3%	43	4%	19*
Cc1c(C(=O)N2CCCCC2)c(S(=O)(=O)NCCc2ccc(S(N)(=O)=O)cc2)c(C)n1C	0%	-5%	?	19%	-6	7%	1
Cc1cnc(NC(=O)C2CC(=O)N(c3cccc(Cl)c3)C2)s1 (configuration not stated)	2%	-6%	3%	3.2µM*	-8	2%	-3
Brc1ccccc1-c1nnc(COc2ncnc3c2cnn3-c2ccccc2)o1	39%[activator]	-3%	34%[activator]	?	9	5%	7
CN(C)S(=O)(=O)c1ccc(C(=O)Nc2ccc(OCC(=O)N3CCOCC3)cc2)cc1	-19%	-6%	33%[activator]	-7%	17	-2%	-5
O=C(Nc1nc2c(Cl)cccc2s1)c1ccc(Br)o1	2%	0%	.	?	16	2%	22
CS(=O)(=O)N(CC(=O)Nc1cccc([N+](=O)[O-])c1)c1ccccc1F	13%	1%	-16%	2%	-7	1%	1
C=CCNc1oc(COc2ccc(C)cc2)nc1C#N	.	1%	6.6µM*	-3%	136*	6%	25*
Cc1csc(SCC(=O)Nc2c(C)n(C)n(-c3ccccc3)c2=O)n1	-7%	2%	.	0%	2	0%	-1
COCCSc1nnc(NS(=O)(=O)c2ccc(F)cc2)s1	-8%	-20%	19%	23%	-9	1%	8
O=C(CSc1nnnn1-c1ccc(F)cc1)c1ccc(O)c(O)c1	-25%	-6%	?	-7%	58	-5%	38*
O=[N+]([O-])c1ccc(-c2c(-c3ccccc3)ncc3ccc(F)cc23)cc1	-14%	2%	?	-24%	.	.	.
COc1ccc(/C=N/NC(=O)c2ccc(CN3c4cccc5cccc(c45)S3(=O)=O)cc2)cc1	?	-1%	?	-19%	10	-1%	1
COc1ccc(/C=N\N2CCN(Cc3ccccc3Cl)CC2)cc1	-2%	14%	275%[activator]	7%	-5	-6%	-3
Cc1cccc(C)c1OCC(=O)N(Cc1cccs1)C1CCS(=O)(=O)C1 (configuration not stated)	-11%	1%	-1%	13%	-15	-7%	-1
CC(C)(C)c1ccc(/C=C2/SC(N3CCCC3)=NC2=O)cc1	?	1%	?	-8%	28	0%	16
CN(C)S(=O)(=O)c1cccc(C(=O)C2=C3SC=C(c4ccccc4)N3CC2)c1	-19%	-2%	3.3µM*	?	12	0%	3
CC(C)(O)C#Cc1ccccc1C(=O)NC(CC(N)=O)C(=O)O (configuration not stated)	3%	-1%	.	4%	9	-1%	-2
CC(=O)c1ccc(NC(=O)CCNS(=O)(=O)c2ccccc2F)cc1	14%	0%	-4%	6%	14	1%	1
CCCC1=C(C(=O)OCC)C(c2ccc(O)cc2)n2ncnc2N1 (configuration not stated)	-2%	-3%	-12%	14%	21	1%	0
COCCCNC(=O)CCn1c(=O)c2ccccc2n(CC(=O)Nc2ccc(C)cc2C)c1=O	11%	-6%	-9%	2%&1%	-7	-1%	-1
O=C(Nc1cnn(Cc2ccc(F)cc2)c1)c1noc2c1CCCC2	133%[activator]	-5%	?	4%	152*	6%	45*
